TPT1 inhibitor = blocks Candida albicans tRNA 2'-phosphotransferase. recombinant caTPT1, FP RNA substrate dephosphorylation. inhibition, % at 5 µM. hit rate 0.81% among 300,000. AID 1962;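 active = inhibition above the mean of all tested compounds plus 3 SD, set per screening campaign, cut at about 24% in these data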;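 also: plate controls were DMSO alone for no effect and ferristatin control at 100 nM for full effect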
GLD-1 TGE inh = GLD-1-TGE RNA interaction inhibition (C. elegans). Q17339. purified GLD-1 + fluorescein TGE RNA, fluorescence polarization. inhibition, % at 5.96 µM. hit rate 0.44% among 320,000;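 active = percent inhibition above a per-plate cutoff, the plate mean of test compounds plus 3 SD, cut at about 30% in these data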;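 also: 0% = DMSO wells with GLD-1 and probe and 100% = wells lacking GLD-1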
Target sequence (Q17339 whole entry, looked up): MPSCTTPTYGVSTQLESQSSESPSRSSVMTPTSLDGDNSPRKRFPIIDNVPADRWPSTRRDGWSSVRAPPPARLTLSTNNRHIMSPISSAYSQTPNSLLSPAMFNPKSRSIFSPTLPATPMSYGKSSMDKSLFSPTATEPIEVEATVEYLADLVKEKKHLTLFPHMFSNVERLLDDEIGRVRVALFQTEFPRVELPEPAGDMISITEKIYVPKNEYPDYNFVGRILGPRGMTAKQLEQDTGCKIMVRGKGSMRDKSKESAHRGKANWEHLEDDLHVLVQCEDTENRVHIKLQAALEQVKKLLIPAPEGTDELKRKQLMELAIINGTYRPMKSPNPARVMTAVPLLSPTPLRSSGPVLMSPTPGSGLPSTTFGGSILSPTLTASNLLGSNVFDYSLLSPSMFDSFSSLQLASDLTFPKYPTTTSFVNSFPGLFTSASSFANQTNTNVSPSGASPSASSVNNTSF
Fam108B inh = blocks mouse Fam108B hydrolase in RBBP9 counter-screen; recombinant Fam108B, FP-Rh probe fluorescence polarization; inhibition, % at 9.51 µM; hit rate 0.33% among 300,000;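 active = inhibition above the screen mean inhibition plus 3 SD, computed separately per campaign, cut at about 18% in these data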;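 also: inhibitors lower polarization as less probe binds the enzyme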
MEX-5 binding = C. elegans MEX-5 TCR-2 RNA binding activity | Q9XUB2 | MEX-5/FITC-TCR2 RNA binding, fluorescence polarization; stronger effect = lower value | activity score (negative = inhibition of binding), % at 10 µM | hit rate 0.38% among 300,000 | AID 1832;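 active = inhibition past about -25% in most replicates, and total fluorescence under double the plate's negative control median, limit read from the data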;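 also: 0% = DMSO and -100% = 5 µM competing unlabeled TCR2 RNA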
PAD4 FP inh = blocks human protein arginine deiminase 4. recombinant PAD4, RCA probe fluorescence polarization. inhibition, % at 6.36 µM. hit rate 0.41% among 330,000;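 active = percent inhibition above a cutoff equal to the mean of all tested compounds plus 3 SD, cut at about 15% in these data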;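 also: 0% = PAD4 with RCA probe and DMSO and 100% = probe without PAD4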
GSTO1 inh = GSTO1 inhibition, counter-screen for RBBP9 inhibitors | inhibition, % at 5.96 µM | P78417 | hit rate 1.1% among 300,000 | recombinant GSTO1, activity-based probe fluorescence polarization;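 active = inhibition above the campaign mean inhibition plus 3 SD, cut at about 35% in these data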;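 also: 0% = GSTO1-1 with DMSO and 100% = wells lacking GSTO1-1 enzyme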
Target sequence (P78417 whole entry, looked up): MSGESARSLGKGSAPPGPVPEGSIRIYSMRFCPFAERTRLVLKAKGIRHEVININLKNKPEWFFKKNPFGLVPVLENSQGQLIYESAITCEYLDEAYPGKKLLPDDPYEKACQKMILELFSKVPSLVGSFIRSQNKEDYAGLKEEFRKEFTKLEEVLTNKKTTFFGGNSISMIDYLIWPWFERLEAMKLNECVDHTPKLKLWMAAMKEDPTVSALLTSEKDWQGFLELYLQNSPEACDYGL
BCLXL inh = Bcl-xL (human) inhibition; inhibition, % at 10.9 µM; GST-Bcl-xL / FITC-Bim BH3 peptide fluorescence polarization; hit rate 0.7% among 320,000; Q07817;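 active = inhibition above the mean of all tested compounds plus 3 SD, cutoff set per campaign, cut at about 30% in these data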;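 also: 0% = DMSO wells and 100% = unlabeled Bim-BH3 peptide competitor; inhibitors lower millipolarization by displacing the labeled peptide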
MCL1-BIM inh = inhibitors of human MCL1 binding to BIM-BH3 peptide; GST-MCL1 / FITC-Bim-BH3 fluorescence polarization; inhibition, % at 10.9 µM; AID 2057; Q07820; hit rate 0.68% among 320,000;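 active = inhibition above the mean inhibition of all tested compounds plus 3 SD, set per campaign, cut at about 40% in these data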;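 also: 0% = DMSO wells and 100% = unlabeled Bim-BH3 peptide control; higher means more loss of mP so more displacement of Bim peptide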
Target sequence (Q07820 whole entry, looked up): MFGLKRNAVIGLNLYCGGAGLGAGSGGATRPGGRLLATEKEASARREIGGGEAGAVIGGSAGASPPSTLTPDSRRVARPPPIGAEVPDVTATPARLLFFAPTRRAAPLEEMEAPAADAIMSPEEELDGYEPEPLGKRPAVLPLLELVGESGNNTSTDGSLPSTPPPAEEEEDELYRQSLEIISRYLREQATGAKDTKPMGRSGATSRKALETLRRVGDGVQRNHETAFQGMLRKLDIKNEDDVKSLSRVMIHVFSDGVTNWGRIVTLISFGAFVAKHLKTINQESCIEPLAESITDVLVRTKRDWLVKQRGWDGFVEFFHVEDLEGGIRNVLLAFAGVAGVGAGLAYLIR
PME-1 primary = blocks human protein phosphatase methylesterase 1; AID 2130; hit rate 0.53% among 320,000; Q9Y570; recombinant PME-1, FP-Rh probe fluorescence polarization; inhibition, % at 5.9 µM;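 active = inhibition above the campaign mean of all compounds plus 3 SD, cut at about 26% in these data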;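 also: competitive labeling of PME-1 active site by serine hydrolase directed probe; 0% = PME-1 with DMSO and 100% = wells lacking PME-1 enzyme; inhibitors block probe labeling so polarization falls and inhibition rises; many of its hits are not listed in these tables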
* = called active by the depositor. A portion of the library, so the mix of outcomes need not match the whole.

O=c1c(F)cn(C2CCCO2)c(=O)n1Cc1c(F)cccc1Cl (configuration not stated) was read as TPT1 inhibitor -2, GLD-1 TGE inh -8, Fam108B inh 1, MEX-5 binding 0.4, PAD4 FP inh 1, GSTO1 inh -1, BCLXL inh 6, MCL1-BIM inh 13 and PME-1 primary -2.
Screening O=C(c1ccc2c(=O)n3c(nc2c1)CCCCC3)N1CCN(c2ccc(F)cc2)CC1 returned TPT1 inhibitor 2, GLD-1 TGE inh 3, Fam108B inh -4, MEX-5 binding -1.0, PAD4 FP inh 0, GSTO1 inh -7, BCLXL inh 8, MCL1-BIM inh 8 and PME-1 primary 0.
For O=C(Oc1cccc(Br)c1)c1cccnc1 the results were TPT1 inhibitor -2, GLD-1 TGE inh 7, Fam108B inh 5, MEX-5 binding -0.6, PAD4 FP inh 3, GSTO1 inh 8, BCLXL inh -5, MCL1-BIM inh 3 and PME-1 primary 0.
For O=C(O)c1cccc(Cn2c(Cl)c(/C=N/NC(=O)c3ccccc3)sc2=O)c1 the results were TPT1 inhibitor -4, GLD-1 TGE inh -1, Fam108B inh 0, MEX-5 binding -2.7, PAD4 FP inh -2, GSTO1 inh 17, BCLXL inh 3, MCL1-BIM inh 6 and PME-1 primary 2.
Screening O=C(CC1C(=O)NCCN1CC(c1ccccc1)c1ccccc1)NCC1CCOCC1 (configuration not stated) returned TPT1 inhibitor -5, GLD-1 TGE inh 12, Fam108B inh -3, MEX-5 binding -0.9, PAD4 FP inh 1, GSTO1 inh 0, BCLXL inh 16, MCL1-BIM inh 13 and PME-1 primary 0.
`CC1CCCC2(C1)NC(=S)N(c1ccccc1)N2` (configuration not stated) gave TPT1 inhibitor -3, GLD-1 TGE inh 5, Fam108B inh 2, MEX-5 binding 1.6, PAD4 FP inh -1, GSTO1 inh 11, BCLXL inh 4, MCL1-BIM inh 3 and PME-1 primary 9.
Screening CN(CC(=O)Nc1cccc(F)c1)C(=O)/C=C/c1cc(Br)ccc1OC(F)F returned TPT1 inhibitor 3, GLD-1 TGE inh 5, Fam108B inh -6, MEX-5 binding 2.7, PAD4 FP inh -2, GSTO1 inh 6, BCLXL inh -9, MCL1-BIM inh -23 and PME-1 primary -8.
COc1ccc(-c2nc(C)ncc2-c2ccc(Cl)cc2)c(O)c1 was read as TPT1 inhibitor -4, GLD-1 TGE inh -4, Fam108B inh 2, MEX-5 binding -0.1, PAD4 FP inh 6, GSTO1 inh 14, BCLXL inh 2, MCL1-BIM inh 3 and PME-1 primary -7.
`Cc1ccc2oc(=O)c3cnn(CC(=O)Nc4cc(-c5cccc(F)c5)no4)c3c2c1` gave TPT1 inhibitor 0, GLD-1 TGE inh 7, Fam108B inh -4, MEX-5 binding 0.6, PAD4 FP inh 7, GSTO1 inh 6, BCLXL inh 2, MCL1-BIM inh 2 and PME-1 primary -3.
Cc1c(Cl)cccc1NC(=S)N1CCN(S(=O)(=O)c2cccs2)CC1 was read as TPT1 inhibitor 3, GLD-1 TGE inh 5, Fam108B inh -1, MEX-5 binding -2.4, PAD4 FP inh 0, GSTO1 inh 3, BCLXL inh 8, MCL1-BIM inh 9 and PME-1 primary 2.
For Cc1ccc(CC(=O)Nc2cc(C)ccn2)cc1 the results were TPT1 inhibitor -1, GLD-1 TGE inh 3, Fam108B inh -4, MEX-5 binding -2.3, PAD4 FP inh 2, GSTO1 inh 3, BCLXL inh 7, MCL1-BIM inh -6 and PME-1 primary -4.
`COc1ccccc1CNC(=O)Cc1cc(=O)[nH]c(=O)[nH]1` gave TPT1 inhibitor -4, GLD-1 TGE inh 1, Fam108B inh -2, MEX-5 binding 0.5, PAD4 FP inh -1, GSTO1 inh 13, BCLXL inh 6, MCL1-BIM inh 4 and PME-1 primary -6.
For COc1ccc(C(=O)Nc2cccc(/C(C)=N/NC(=O)c3ccc([N+](=O)[O-])c(C)c3)c2)cc1OC the results were TPT1 inhibitor -2, GLD-1 TGE inh -7, Fam108B inh -6, MEX-5 binding -3.6, PAD4 FP inh 5, GSTO1 inh 0, BCLXL inh 6, MCL1-BIM inh 8 and PME-1 primary 0.
COc1ccc(S(=O)(=O)N2c3ccccc3OCC2C(C)(C)C)cc1 (configuration not stated) was read as TPT1 inhibitor -3, GLD-1 TGE inh -4, Fam108B inh -1, MEX-5 binding -1.7, PAD4 FP inh -4, GSTO1 inh -1, BCLXL inh -1, MCL1-BIM inh -1 and PME-1 primary 1.
Cc1[nH]n(-c2ccccc2)c(=O)c1N=Nc1ccccc1 was read as TPT1 inhibitor -5, GLD-1 TGE inh -1, Fam108B inh 5, MEX-5 binding -4.1, PAD4 FP inh -6, GSTO1 inh -8, BCLXL inh -1, MCL1-BIM inh -6 and PME-1 primary 0.
Screening Cc1cc(C(F)F)n2nc(C(=O)Nc3cccc(S(=O)(=O)N4CCOCC4)c3)nc2n1 returned TPT1 inhibitor -1, GLD-1 TGE inh -4, Fam108B inh -1, MEX-5 binding 2.2, PAD4 FP inh -1, GSTO1 inh -1, BCLXL inh 4, MCL1-BIM inh -2 and PME-1 primary 3.
For NS(=O)(=O)c1ccc(CCNC(=O)c2ccc(Cl)s2)cc1 the results were TPT1 inhibitor -1, GLD-1 TGE inh 0, Fam108B inh -4, MEX-5 binding -1.7, PAD4 FP inh 5, GSTO1 inh 0, BCLXL inh 0, MCL1-BIM inh -1 and PME-1 primary -9.
For CCCn1nnc(NC(=O)c2cccc(OCC(C)C)c2)n1 the results were TPT1 inhibitor -2, GLD-1 TGE inh 6, Fam108B inh 2, MEX-5 binding 1.7, PAD4 FP inh -2, GSTO1 inh 4, BCLXL inh -3, MCL1-BIM inh -2 and PME-1 primary -2.
For COc1ccc(C2NC(=O)NC(C)=C2[N+](=O)[O-])cc1 (configuration not stated) the results were TPT1 inhibitor 0, GLD-1 TGE inh 5, Fam108B inh -1, MEX-5 binding 0.9, PAD4 FP inh -5, GSTO1 inh 3, BCLXL inh 6, MCL1-BIM inh 3 and PME-1 primary 3.
`O=C(/C=C/c1ccc(-c2ccccc2[N+](=O)[O-])o1)c1ccccc1` gave TPT1 inhibitor 1, GLD-1 TGE inh 2, Fam108B inh -1, MEX-5 binding -1.8, PAD4 FP inh -11, GSTO1 inh 13, BCLXL inh 5, MCL1-BIM inh 0 and PME-1 primary 4.
Screening Cc1ccc(S(=O)(=O)c2nc(-c3ccccc3)oc2N2CCCC2)cc1 returned GLD-1 TGE inh -1, PAD4 FP inh 4, BCLXL inh 8, MCL1-BIM inh 29 and PME-1 primary 2.
Screening Cc1cc(C)n(-c2ccccc2C#N)n1 returned TPT1 inhibitor -2, GLD-1 TGE inh 13, Fam108B inh 1, MEX-5 binding 2.0, PAD4 FP inh 0, GSTO1 inh 10, BCLXL inh -3, MCL1-BIM inh 7 and PME-1 primary 1.
Screening O=C(NC1CCCc2ccccc21)c1ccccc1Cl (configuration not stated) returned TPT1 inhibitor -6, GLD-1 TGE inh 1, Fam108B inh 2, MEX-5 binding -0.1, PAD4 FP inh 3, GSTO1 inh 4, BCLXL inh 1, MCL1-BIM inh -6 and PME-1 primary 2.
`Cc1cc(C)c2nc(N3CCCN(C(=O)c4cnccn4)CC3)c(C#N)cc2c1` gave TPT1 inhibitor 1, GLD-1 TGE inh 2, Fam108B inh 4, MEX-5 binding -2.6, PAD4 FP inh -6, GSTO1 inh 1, BCLXL inh 13, MCL1-BIM inh 10 and PME-1 primary 1.
For CCN(CC)c1ccc2cc(C(=O)Nc3ccccn3)c(=O)oc2c1 the results were TPT1 inhibitor 135*, GLD-1 TGE inh -162, Fam108B inh 1, MEX-5 binding 2.0, PAD4 FP inh 0, GSTO1 inh -3, BCLXL inh -46, MCL1-BIM inh -70 and PME-1 primary 3.
Screening CCc1nc(SCc2cccnc2)c(C#N)cc1C returned TPT1 inhibitor 2, GLD-1 TGE inh 3, Fam108B inh -2, MEX-5 binding -0.9, PAD4 FP inh -2, GSTO1 inh 1, BCLXL inh 1, MCL1-BIM inh 0 and PME-1 primary 1.
Screening O=C(NCCO)/C(=C\c1ccc(Br)cc1)NC(=O)c1cccs1 returned TPT1 inhibitor 0, GLD-1 TGE inh -3, Fam108B inh 3, MEX-5 binding 0.9, PAD4 FP inh -1, GSTO1 inh -1, BCLXL inh -4, MCL1-BIM inh -6 and PME-1 primary -2.
For COc1ccccc1CCC(=O)N1CCC(n2nccc2NC(=O)CC(C)C)CC1 the results were TPT1 inhibitor 0, GLD-1 TGE inh -11, Fam108B inh -1, MEX-5 binding 0.7, PAD4 FP inh 1, GSTO1 inh 2, BCLXL inh -4, MCL1-BIM inh -3 and PME-1 primary 2.
For CCCn1nnc(NC(=S)NC(=O)/C=C/c2ccc(Cl)cc2)n1 the results were TPT1 inhibitor -4, GLD-1 TGE inh 0, Fam108B inh 3, MEX-5 binding 1.5, PAD4 FP inh 2, GSTO1 inh -9, BCLXL inh 4, MCL1-BIM inh 8 and PME-1 primary 4.
Screening Cn1c(N)c(S(=O)(=O)N2CCN(c3ccccc3)CC2)c(=O)n(C)c1=O returned TPT1 inhibitor -2, GLD-1 TGE inh 10, Fam108B inh -5, MEX-5 binding -2.7, PAD4 FP inh 2, GSTO1 inh -1, BCLXL inh 6, MCL1-BIM inh 8 and PME-1 primary -3.
`Cc1ccccc1NC(=O)/C(=C/c1cccs1)NC(=O)c1ccco1` gave TPT1 inhibitor -1, GLD-1 TGE inh -2, Fam108B inh 1, MEX-5 binding 0.7, PAD4 FP inh -6, GSTO1 inh -1, BCLXL inh 5, MCL1-BIM inh 0 and PME-1 primary -10.
For COc1cc(/C=C2\CCCc3c2nc2ccccc2c3C(=O)O)cc(Cl)c1O the results were TPT1 inhibitor 1, GLD-1 TGE inh 1, Fam108B inh 0, MEX-5 binding -0.5, PAD4 FP inh -7, GSTO1 inh -5, BCLXL inh 10, MCL1-BIM inh 23 and PME-1 primary 5.
CCn1c2ccccc2c2cc(NC(=O)CSc3nnc(-c4cccc(F)c4)o3)ccc21 was read as TPT1 inhibitor -3, GLD-1 TGE inh -4, Fam108B inh 3, MEX-5 binding -0.6, PAD4 FP inh -2, GSTO1 inh 10, BCLXL inh 3, MCL1-BIM inh -8 and PME-1 primary 6.
Cc1ccc(C(=O)Nc2ccc(C(=O)N/N=C/c3ccncc3)cc2)cc1 was read as TPT1 inhibitor 0, GLD-1 TGE inh -2, Fam108B inh -2, MEX-5 binding 0.1, PAD4 FP inh 1, GSTO1 inh -3, BCLXL inh -21, MCL1-BIM inh -25 and PME-1 primary -2.
Screening O=C(Nc1ccsc1C(=O)O)c1cccc(C(F)(F)F)c1 returned TPT1 inhibitor -1, GLD-1 TGE inh -6, Fam108B inh -2, MEX-5 binding -0.4, PAD4 FP inh -6, GSTO1 inh -30, BCLXL inh 7, MCL1-BIM inh -1 and PME-1 primary 3.
Screening CCOC(=O)CSc1nnnn1-c1cc(OC)ccc1OC returned TPT1 inhibitor 1, GLD-1 TGE inh 5, Fam108B inh -1, MEX-5 binding -1.2, PAD4 FP inh 1, GSTO1 inh 3, BCLXL inh -1, MCL1-BIM inh 6 and PME-1 primary -4.
`O=C(Nc1ccc(Cl)cc1C(=O)NCC1CCCO1)c1ccco1` (configuration not stated) gave TPT1 inhibitor 0, GLD-1 TGE inh 3, Fam108B inh -3, MEX-5 binding -1.4, PAD4 FP inh 5, GSTO1 inh 4, BCLXL inh 3, MCL1-BIM inh 6 and PME-1 primary -4.

Assay outcomes deposited in PubChem by several laboratories.
